Source: PubChem BioAssay (National Center for Advancing Translational Sciences (NCATS))
hERG WT inh: KCNH2 (human, wildtype) channel inhibition. activity change, % at 1.84 µM. hit rate 0.37% among 340,000. U2OS, BacMam KCNH2, thallium flux FluxOr; stronger effect = lower value. Q12809;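 active = maximum activity change below -70%; inconclusive = maximum activity change between -70% and -50%; inactive = maximum activity change above -50%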; note: % is set by controls: 0 for no effect and ±100 for the full control effect
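U2OS cells transduced with wild-type KCNH2 virus are loaded with FluxOr dye for 45 min, and thallium flux is measured in kinetic reads before and after stimulation buffer. Rate constants are normalized to DMSO controls.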
MLL CXXC-DNA inh: inhibitors of human MLL CXXC domain-DNA interaction; Q03164; MLL-CXXC / FITC-HOXA9 DNA fluorescence polarization; Potency, µM (series often up to 115 µM), for the others: at the top dose activity change, negative = inhibition, actives largely listed as inhibitors; hit rate 0.037% among 290,000; active = well fitted inhibition curve with a large enough effect in the polarisation, with a control signal flat, not every such curve was filed as active; inconclusive = small, poorly fitted or top-dose-only effect, or effect the other way, or a change in a side signal; inactive = no such curve, though single readings can be large or run the other way; the % refers to the polarisation; note: potency is the fitted concentration of half-maximal effect
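Purified MLL-CXXC (added from a 7 uM solution) was preincubated 5 min at ambient with pinned compounds in 50 mM Tris-HCl pH 7.5, 50 mM NaCl, 1 mM DTT, 0.05% BSA. Fluorescein-labeled HOX-A9 DNA (50 nM solution) followed, 30 min, then polarization read.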
USP2a inh: USP2a (human) protease inhibition. O75604. USP2 core, Ub-CHOP2 coupled fluorogenic reporter, 485/531. Potency, µM (highest dose often 38.3 µM), for the others: top-dose activity change, negative = inhibition, hits mostly inhibitors. hit rate 0.01% among 330,000;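 note: potency is the fitted concentration of half-maximal effect; plate controls were DMSO wells for no effect and full inhibition by NEM control for full effect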
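Deubiquitinase activity read as fluorescence (485/531 nm) after Ub-CHOP2 cleavage activates the enterokinase reporter on its substrate; USP2 core 10nM, Ub-CHOP2 and substrate 25nM each, 30min compound preincubation then 60min RT; data normalized to NEM, curves fitted.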
B2AR arrestin: recruits beta-arrestin to the human beta2-adrenergic receptor; beta-arrestin recruitment to beta2AR, cell-based reporter; Potency, µM (highest dose often 46.1 µM), for the others: top-dose activation, actives largely listed as activators; hit rate 0.02% among 330,000;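 note: potency is the fitted concentration of half-maximal effect; 0% = DMSO controls and full agonism = EC100 isoproterenol or metaproterenol; nearly all actives have a fitted effect of over 65% in size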
FBPA coupling cs: counter-screen for Giardia aldolase inhibitors: coupling enzyme system. coupling enzyme system counterscreen, AmpLite Red fluorescence. hit rate 0.67% among 290,000. AID 2472. activity change, negative = inhibition, % at 58.2 µM, hits read low; in the data active = activity change below about -30%; note: % is set by controls: 0 for no effect and ±100 for the full control effect
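Compounds tested against the coupling enzymes alone at 57.5 uM final; readout was AmpLite Red fluorescence (525/598 nm) after 20 min at RT.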
KCNH2 3.1 block: blocks the human KCNH2 3.1 channel isoform. activity change, % (tested at about 1.8 µM). U2OS KCNH2 3.1, thallium flux FluxOr; stronger effect = lower value. hit rate 0.95% among 340,000;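 active = maximum activity change below -70%; inconclusive = maximum activity change from -70% to -50%; inactive = maximum activity change above -50%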;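 note: thallium influx rate constant from kinetic fluorescence after stimulation buffer; % is set by controls: 0 for no effect and ±100 for the full control effect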
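FluxOr-based Tl+ influx in U2OS cells transduced with KCNH2 3.1 virus; rate constants normalized to DMSO controls.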
PKM2 act: activators of human pyruvate kinase M2. P14618. AID 1631. hit rate 0.34% among 260,000. Potency, µM (series often up to 57.5 µM), for the others: top-dose activation, hits mostly activators. purified PKM2, Kinase-Glo ATP luminescence, activation; response scale: 0% is enzyme alone, no compound; note: potency is the fitted concentration of half-maximal effect; % is set by controls: 0 for no effect and ±100 for the full control effect; nearly all actives have a fitted effect of over 55% in size
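hPK-M2, >95% pure; 0.1 mM ADP / 0.5 mM PEP final; imidazole pH7.2 buffer w/ 7 mM MgCl2, 50 mM KCl; 1 h RT; Kinase-Glo lum. Intermediate enzyme activity for dual inhibitor/activator qHTS.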
Giardia kill: Giardia lamblia killing; Giardia lamblia trophozoite viability; activity change, % at 7.66 µM, hits read low; hit rate 0.15% among 340,000; in the data active = activity change below about -80%; inconclusive = between about -30% and that limit;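 note: parasites exposed to compound for two days anaerobically before the ATP read; % is set by controls: 0 for no effect and ±100 for the full control effect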
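Each well holds 100 Giardia trophozoites and compound. After two days (48 hrs) at 37 deg C in anaerobic conditions, ATP is quantified by luminescence.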
Menin MLL FP TR: menin-MLL binding inhibition, Texas Red mutant peptide. O00255. Menin + Texas Red MLL mutant peptide, fluorescence polarization. Potency, µM (top dose mostly 61.6 µM), for the others: at the top dose FP activity change, negative = inhibition, actives largely listed as inhibitors. hit rate 0.23% among 270,000; active = well fitted inhibition curve with a large enough effect in the polarisation, with a control signal flat, not every such curve was filed as active; inconclusive = small, poorly fitted or top-dose-only effect, or effect the other way, or a change in a side signal; inactive = no such curve, though single readings can be large or run the other way; the % refers to the polarisation; note: potency is the fitted concentration of half-maximal effect; % of control where 0% means no effect; many of its hits are not listed in these tables
TRPV1 ag: human TRPV1 agonism. activation, % at 8.33 µM. hit rate 0.19% among 320,000. TRPV1-expressing cells, Fluo-8 calcium influx, agonist mode. AID 540275; in the data active = activation above about 80%; inconclusive = between about 30% and that limit; note: 0% is about no effect
Target sequence (Q8NER1 whole entry, looked up): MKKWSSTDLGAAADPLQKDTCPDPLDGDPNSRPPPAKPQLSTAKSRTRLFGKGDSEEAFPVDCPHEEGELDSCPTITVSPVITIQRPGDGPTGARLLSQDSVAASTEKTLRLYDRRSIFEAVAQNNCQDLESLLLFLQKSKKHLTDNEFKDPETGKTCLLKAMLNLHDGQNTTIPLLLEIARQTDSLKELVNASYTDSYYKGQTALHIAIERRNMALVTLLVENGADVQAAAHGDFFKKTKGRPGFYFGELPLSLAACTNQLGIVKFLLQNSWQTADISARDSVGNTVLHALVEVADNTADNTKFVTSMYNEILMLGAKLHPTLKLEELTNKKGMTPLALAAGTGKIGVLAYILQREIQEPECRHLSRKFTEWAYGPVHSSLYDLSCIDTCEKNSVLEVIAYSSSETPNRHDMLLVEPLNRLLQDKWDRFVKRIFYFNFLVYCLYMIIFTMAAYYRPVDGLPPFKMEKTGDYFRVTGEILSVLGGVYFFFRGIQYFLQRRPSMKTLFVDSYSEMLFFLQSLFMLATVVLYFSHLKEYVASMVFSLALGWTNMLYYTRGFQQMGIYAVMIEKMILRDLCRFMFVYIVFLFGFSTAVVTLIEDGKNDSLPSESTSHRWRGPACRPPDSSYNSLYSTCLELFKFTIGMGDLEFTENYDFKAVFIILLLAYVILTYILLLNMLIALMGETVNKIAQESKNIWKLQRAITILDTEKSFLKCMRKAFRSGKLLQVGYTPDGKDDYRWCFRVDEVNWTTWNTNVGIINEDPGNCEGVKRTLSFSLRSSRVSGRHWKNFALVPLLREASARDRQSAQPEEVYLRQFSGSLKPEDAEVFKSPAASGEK
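Fluo-8 calcium influx in TRPV1-expressing cells, kinetic read (ex 480/em 520 nm). Compound added and read 3 min for agonist activity, followed by capsaicin at EC20 final and 2 min further read for enhancement.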
GALK inhibitor: blocks human galactokinase activity | hit rate 0.007% among 270,000 | Purified GALK, Kinase-Glo residual ATP luminescence | AID 1868 | Potency, µM (highest dose often 57.5 µM), for inactives: at the top dose activity change, negative = inhibition, hits mostly inhibitors; note: potency is the fitted concentration of half-maximal effect; % is set by controls: 0 for no effect and ±100 for the full control effect
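The enzyme phosphorylates galactose (100 uM) using ATP (35 uM); inhibition is detected as higher residual ATP, quantified by bioluminescence after 1 h reaction at room temperature, pH 8.0.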
Starred values were filed as active, the others as inactive; ? = inconclusive; nt = no result given; [ ] = another dose, or the depositor's remark. Unless noted, calls come from the whole dose curve; as a rule, active = well fitted curve in the direction sought with a large enough effect; inconclusive = small, poorly fitted or top-dose-only effect, or another doubt; inactive = no such curve, though single readings can be large; an effect the other way counts as inactive or inconclusive. This is a subset, so the mix of outcomes need not match the whole.

SMILES	hERG WT inh	MLL CXXC-DNA inh	USP2a inh	B2AR arrestin	FBPA coupling cs	KCNH2 3.1 block	PKM2 act	Giardia kill	Menin MLL FP TR	TRPV1 ag	GALK inhibitor
C#CCOCCOCCOCCNc1nc(N2CCN(C(=O)[C@H](CCCCN)n3cc([C@@H](N)C(C)CC)nn3)CC2)nc(N2CCN(C(=O)[C@H](Cc3cc4ccccc4[nH]3)n3cc([C@@H](N)C(C)CC)nn3)CC2)n1 (stereo partly specified)	-14	nt	-9%	-0.6%	nt	-10	nt	7	nt	nt	nt
CCc1ccc(N2CC(C(=O)OC)CC2=O)cc1 (stereo unspecified)	2	3%	2%	-0.1%	3	8	-1%	3	-1%	2	-2%
Cc1cc([N+](=O)[O-])nn1CCC(=O)NC1CCCCCC1	-6	8%	0%	-0.5%	3	4	-5%	-15	-7%	3	1%
CCN(C[C@H]1N[C@@](C)(C(=O)OC)[C@H]2C(=O)N(C)C(=O)[C@@H]12)C(=O)Nc1ccc(Cl)cc1	-7	nt	1%	-0.9%	nt	-2	nt	7	nt	nt	nt
COc1ccc(Nc2ncnc3c2c(C)c(C)n3CCCN(C)C)cc1	-10	12%	3%	-0.2%	7	-35	nt	-5	18%	-4	nt
Cc1ccc(C)c(C(=O)CN2C(=O)c3ccccc3S2(=O)=O)c1	3	7%	-1%	-0.6%	nt	22	-1%	2	?	-2	2%
CCn1c(=O)c2ccccc2n(Cc2ccc([N+](=O)[O-])cc2)c1=O	-7	?	0%	-0.2%	5	-3	nt	2	22%	-3	3%
Cc1ccc(/C=C/C(=O)N2CCCN(C(=O)/C=C/c3ccc(C)cc3)CC2)cc1	0	7%	0%	0.2%	2	-23	4%	-5	-5%	14	-2%
Cc1ccc(Nc2nc3c(c(=O)[nH]2)CCCC3)cc1	5	-1%	0%	-0.1%	-3	3	3%	2	-20%	2	1%
CCN(CC)CCn1c(NC(=O)c2ccc(Cl)cc2)nc2ccccc21	1	3%	0%	-0.2%	0	-8	-5%	23	6%	13	-1%
O=C(Nc1ccccc1N1CCOCC1)c1cccc(Oc2ccccc2)c1	14	34%[activator]	2%	0.3%	0	28	nt	8	-5%	13	-1%
O=C(c1ccc(Cl)cc1)c1ccccc1C(=O)N1CCOCC1	-6	1%	-1%	-0.2%	-19	-7	1%	0	0%	3	6%
CCOC(=O)C1=C(C)N(c2ccccc2)C(=O)/C1=C\c1ccc(O)c(OC)c1	4	-4%	3%	0.1%	3	-4	4%	6	nt	-5	0%
Cc1cnc(C)c(N2CCN(Cc3cn(C)nc3-c3cccc(Cl)c3)CC2)n1	22	9%	0%	0.2%	-1	-115*	2%	-8	-16%	?	-2%
CSCCCNC(=S)Nc1ccc(N2CCOCC2)cc1N1CCOCC1	4	5%	5%	-0.3%	3	-13	2%	5	-14%	-7	3%
CS(=O)(=O)N(CC(=O)O)Cc1cccc(CN(CC(=O)O)S(C)(=O)=O)c1	-2	-7%	2%	-1.1%	0	?	5%	12	-2%	-3	nt
O=C1NC(c2ccncc2)Nc2sc3c(c21)CCCC3 (stereo unspecified)	1	1%	1%	-0.7%	-7	15	-3%	7	7%	2	-1%
CCc1ccc(OCC(=O)O/N=C(\N)c2cccnc2)cc1	1	-4%	5%	-0.7%	0	5	-1%	5	nt	9	-2%
CCOC(=O)Cc1cc(=O)n2[nH]c(C)cc2n1	-2	-3%	0%	-0.3%	-6	-15	0%	-6	0%	0	3%
COCCN=C1NC(=O)C(CC(=O)Nc2cccc(Cl)c2C)S1 (stereo unspecified)	10	-1%	-3%	-1.7%	1	-13	0%	3	-4%	5	0%
COc1ccccc1-c1c(NC(=O)C(C)C)n(C)c2ccccc2c1=O	3	-7%	3%	0.2%	1	1	0%	-1	nt	0	-2%
CC(=O)N1N=C(c2ccco2)CC1c1cc2cc(C)ccc2nc1Cl (stereo unspecified)	8	-4%	1%	0.2%	3	1	1%	-1	nt	-2	0%
NS(=O)(=O)c1ccc(NC(=S)N2CCN(C(=O)C3CCCO3)CC2)cc1 (stereo unspecified)	-7	-1%	-1%	0.0%	nt	-9	5%	-3	nt	26	-3%
Nn1cnnc1N/N=C/c1ccc(Cl)cc1Cl	-17	14%	0%	0.4%	1	0	nt	25	?	2	nt
O=c1c2ccccc2c2ccccc2c(=O)n1Cc1cccnc1	-21	1%	2%	-0.3%	1	2	-7%	9	-1%	-12	0%

Full records from above.
Cc1cnc(C)c(N2CCN(Cc3cn(C)nc3-c3cccc(Cl)c3)CC2)n1 across the screens: hERG WT inh = 22; MLL CXXC-DNA inh = 9%; USP2a inh = 0%; B2AR arrestin = 0.2%; FBPA coupling cs = -1; KCNH2 3.1 block = -115*; PKM2 act = 2%; Giardia kill = -8; Menin MLL FP TR = -16%; TRPV1 ag = ?; GALK inhibitor = -2%
CS(=O)(=O)N(CC(=O)O)Cc1cccc(CN(CC(=O)O)S(C)(=O)=O)c1 across the screens: hERG WT inh = -2; MLL CXXC-DNA inh = -7%; USP2a inh = 2%; B2AR arrestin = -1.1%; FBPA coupling cs = 0; KCNH2 3.1 block = ?; PKM2 act = 5%; Giardia kill = 12; Menin MLL FP TR = -2%; TRPV1 ag = -3; GALK inhibitor = nt

Some entries already given with just B2AR arrestin and PKM2 act:
molecule	B2AR arrestin	PKM2 act
O=C(Nc1ccccc1N1CCOCC1)c1cccc(Oc2ccccc2)c1	0.3%	nt
O=C(c1ccc(Cl)cc1)c1ccccc1C(=O)N1CCOCC1	-0.2%	1%
CCOC(=O)C1=C(C)N(c2ccccc2)C(=O)/C1=C\c1ccc(O)c(OC)c1	0.1%	4%
Cc1cnc(C)c(N2CCN(Cc3cn(C)nc3-c3cccc(Cl)c3)CC2)n1	0.2%	2%

Following part:
SMILES	hERG WT inh	MLL CXXC-DNA inh	USP2a inh	B2AR arrestin	FBPA coupling cs	KCNH2 3.1 block	PKM2 act	Giardia kill	Menin MLL FP TR	TRPV1 ag	GALK inhibitor
CN1CCC(CN)(N2CCN(c3ccccc3)CC2)CC1	-1	36%[activator]	3%	-0.4%	3	-16	nt	3	-18%	-3	1%
Oc1ccc(/C=N/Nc2nccnc2Cl)cc1	-1	-5%	-1%	-0.1%	-1	14	-46%	-6	2%	11	11%
N#Cc1ccccc1OCC(=O)C1CC1	-4	-11%	-2%	0.1%	1	-41	-2%	-9	nt	2	0%
CCSc1nc(O)c(CC)c(=O)n1C(C)CC (stereo unspecified)	1	3%	-4%	-0.1%	-15	5	4%	-9	-8%	-4	1%
CSc1nnc2c3c4c(sc3nc(-n3nc(C)cc3C)n12)COC(C)(C)C4	-4	-5%	0%	-0.2%	1	-3	-14%	19	-3%	80*	2%
OCCCC1CCCN(Cc2cn[nH]c2-c2ccc(F)cc2F)C1 (stereo unspecified)	-11	-9%	9%	-0.3%	0	16	3%	-2	-8%	5	1%
COc1ccc(C(=O)NC2CCCc3ccccc32)c(OC)c1OC (stereo unspecified)	6	-7%	-1%	0.1%	3	10	1%	6	-19%	7	1%
CN(Cc1ccccc1)C(=O)c1ncn(Cc2ccccc2)c1C(=O)N(C)Cc1ccccc1	4	nt	0%	0.3%	nt	-72*	nt	5	nt	7	nt
O=C(c1ccccc1Cl)N(Cc1ccccc1F)N1C(=O)CCCC1=O	-5	19%	3%	-0.2%	1	5	-27%	-11	-3%	-1	1%
COC(=O)C1CCN(S(=O)(=O)Cc2ccccc2Cl)CC1	-2	17%	0%	0.4%	0	-4	-25%	-16	-27%	4	2%
CCOc1cccc(-c2nc3c(s2)CCc2onc(-c4cccc([N+](=O)[O-])c4)c2-3)c1	-6	nt	1%	0.2%	nt	-3	nt	9	nt	0	nt
O=C(c1csc2ccccc12)N1CCCCCC1	7	2%	0%	-1.1%	2	14	-4%	-16	-12%	-1	9%

Ordered by value in B2AR arrestin (highest first): 3 of the compounds above.
canonical_smiles | B2AR arrestin
N#Cc1ccccc1OCC(=O)C1CC1 | 0.1%
Oc1ccc(/C=N/Nc2nccnc2Cl)cc1 | -0.1%
OCCCC1CCCN(Cc2cn[nH]c2-c2ccc(F)cc2F)C1 (stereo unspecified) | -0.3%
